Screening results from PubChem BioAssay.
S1P2 ag: agonists of human S1P2 receptor; S1P2-expressing cell line, agonist reporter read-out; activation, % at 4.5 µM; hit rate 0.46% among 97,000; AID 729; in the data active = activation above about 16%;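 also: 0% = vehicle low control and 100% = maximal reference agonist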
PLK1 inh: PLK1 (human) kinase inhibition; recombinant PLK1 kinase, TR-FRET peptide phosphorylation; inhibition, % at 10 µM; hit rate 0.53% among 97,000;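 active = inhibition of 50% or more in the single-concentration screen; inactive = inhibition below 50%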;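 also: 0% = DMSO max control and 100% = H-89 dihydrochloride min control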
S1P2 antag: blocks the human S1P2 receptor | cell-based S1P2 antagonist assay, inhibition at 5 uM | inhibition, % at 5 µM | AID 736 | hit rate 0.21% among 97,000; in the data active = inhibition above about 45%;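 also: CRE beta-lactamase reporter cells expressing human S1P2 stimulated with S1P; 0% = agonist at EC80 alone and 100% = agonist plus reference antagonist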
PLAP act: activators of human placental alkaline phosphatase; P05187; purified PLAP enzyme, luminescent substrate read-out; hits give high values; activation fold at 20 µM; hit rate 1.2% among 96,000; AID 696; in the data active = activation fold above about 2
EphB4 antag: antagonists of human EphB4-ephrin-B2 interaction; hit rate 0.15% among 97,000; EphB4 LBD / TNYL-RAW-Alexa532 peptide, fluorescence polarization; P54760; inhibition, % at 7 µM; AID 720;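 active = inhibition above the screen-wide mean inhibition plus 3 SD, cut at about 15% in these data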;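 also: 0% = DMSO wells and 100% = excess unlabeled TNYL-RAW peptide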
Target sequence (P54760 whole entry, looked up, the tested form may be a part): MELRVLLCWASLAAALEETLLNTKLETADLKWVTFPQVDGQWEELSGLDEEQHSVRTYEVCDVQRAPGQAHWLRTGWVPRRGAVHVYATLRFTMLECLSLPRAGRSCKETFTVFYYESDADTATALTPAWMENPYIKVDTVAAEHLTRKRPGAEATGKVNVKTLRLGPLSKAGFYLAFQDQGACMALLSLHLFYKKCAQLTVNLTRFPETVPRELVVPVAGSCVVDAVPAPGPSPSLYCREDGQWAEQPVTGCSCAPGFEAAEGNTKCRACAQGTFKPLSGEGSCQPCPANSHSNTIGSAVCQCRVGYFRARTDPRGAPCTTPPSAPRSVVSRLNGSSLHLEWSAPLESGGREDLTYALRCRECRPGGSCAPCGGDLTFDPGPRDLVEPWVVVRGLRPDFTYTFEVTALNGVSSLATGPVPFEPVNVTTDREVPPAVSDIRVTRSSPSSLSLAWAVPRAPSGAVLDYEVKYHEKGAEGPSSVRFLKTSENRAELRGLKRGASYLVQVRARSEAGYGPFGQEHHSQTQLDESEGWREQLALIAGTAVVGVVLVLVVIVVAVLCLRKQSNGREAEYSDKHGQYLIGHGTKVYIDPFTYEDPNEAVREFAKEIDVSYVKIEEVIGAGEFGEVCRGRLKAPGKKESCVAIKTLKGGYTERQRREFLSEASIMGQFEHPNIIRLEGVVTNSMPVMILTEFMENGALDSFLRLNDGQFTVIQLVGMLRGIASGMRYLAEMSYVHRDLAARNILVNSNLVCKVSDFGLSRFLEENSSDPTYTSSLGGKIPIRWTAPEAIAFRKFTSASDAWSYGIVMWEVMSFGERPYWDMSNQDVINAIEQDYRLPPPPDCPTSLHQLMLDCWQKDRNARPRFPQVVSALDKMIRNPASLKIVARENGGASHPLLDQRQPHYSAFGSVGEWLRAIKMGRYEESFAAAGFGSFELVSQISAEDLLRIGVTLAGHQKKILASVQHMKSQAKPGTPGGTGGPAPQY
Rev-RRE block: disrupts HIV-1 Rev binding to RRE RNA. hit rate 0.79% among 97,000. P05866. Rev peptide-RRE RNA binding, FRET. inhibition, % at 8 µM;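 active = inhibition above the screen-wide mean plus 3 SD, cut at about 35% in these data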;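 also: 0% = median DMSO wells and 100% = median Neomycin B control wells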
Target sequence (P05866 whole entry, looked up): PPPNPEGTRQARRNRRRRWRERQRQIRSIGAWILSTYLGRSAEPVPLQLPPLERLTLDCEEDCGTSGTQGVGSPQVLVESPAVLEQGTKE
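Test system: Cy5-tagged RRE RNA duplex with fluorescein-tagged Rev peptide | Read-out: % inhibition of FRET ratio versus controls | Probe or stimulus: Labelled Rev peptide | Incubation: 5 min RNA-compound premix plus 15 min binding step, 25 °C | Technique: FRET fluorescence readout | Benchmarks: DMSO low control, neomycin B high control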
MT1-MMP txn act: MT1-MMP promoter transcription activation. HT1080 MT1-MMP promoter luciferase reporter, luminescence, overnight; hits give high values. AID 750. activation factor at 10 µM. hit rate 0.16% among 86,000;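 active = activation factor of at least 2 for MT1-MMP transcription at 10 µM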
PLK1 PBD inh: Plk1 (human) PBD binding inhibition; hit rate 0.13% among 97,000; Plk1 PBD phosphopeptide binding, fluorescence polarization; AID 693; inhibition, %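 (tested at about 20 µM)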; P53350; in the data active = inhibition above about 34%, passing the limit was not always enough
FAK inh: FAK (human) kinase inhibition; biochemical FAK kinase activity assay; inhibition, %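 (tested at 7 µM)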; AID 727; Q05397; hit rate 0.84% among 97,000; in the data active = inhibition above about 19%;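 also: 0% = DMSO and 100% = reference compound high control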
Numbers without * were called inactive; / = no result given. Rows were taken by chance. About 3.9% of those tested had a hit in this group.

SMILES	S1P2 ag	PLK1 inh	S1P2 antag	PLAP act	EphB4 antag	Rev-RRE block	MT1-MMP txn act	PLK1 PBD inh	FAK inh
O=C(COc1cccc(Oc2ccccc2)c1)Nc1ncccn1	-5	5	11	1.1	-1	5	1.1	-7	-3
CC1CCN(C(=O)c2ccc(NS(C)(=O)=O)cc2)CC1	-5	-16	-26	1	-2	6	1.2	8	-2
O=C1NC2(CCCCC2)Cc2ccccc21	1	-11	17	0.9	-2	6	1.1	-22	-3
O=C1NC2(CCCC2)N=C1c1ccc(Cl)cc1	-5	-23	-2	1	2	6	1.1	-1	3
Cc1ccc(C(=O)NC(N2CCCC2)C(Cl)(Cl)Cl)cc1 (stereo unspecified)	-5	-17	11	1.1	5	6	/	10	2
O=C(CCNC(=O)Cn1ccc2ccccc2c1=O)NCCCN1CCN(c2ccccc2F)CC1	-5	-9	4	1.5	2	3	1.3	2	0
COc1ccc(CCNC(=O)CCSc2nc(-c3ccco3)cc(C(F)(F)F)n2)cc1	-1	-5	15	1.1	1	8	1.2	-11	-1
C/C(Nc1ccccc1)=C(/C#N)C(N)=O	-5	-6	21	1	-4	8	/	5	3
O=C(c1cc2ccccc2oc1=O)N(Cc1ccccc1)CC1CCCO1 (stereo unspecified)	-5	-7	-17	/	-4	3	1.3	-13	-1
Cc1ccc(C)c(N2CCN(C(=O)C3CCCN(S(=O)(=O)c4cnc[nH]4)C3)CC2)c1 (stereo unspecified)	-2	-3	-3	1.8	-1	2	1	11	2
Cc1cnc(C(=O)OCC(=O)Nc2cc(Cl)cc(Cl)c2)cn1	-5	-13	-13	0.9	-3	0	1.1	7	-7
Cn1c(=O)n(CCCOc2ccc(Br)cc2)c2ccccc21	-6	-9	19	1.2	3	9	1	-7	3
CCN(CC)Cc1c(O)ccc2c(C)c(CC(=O)OC)c(=O)oc12	5	-15	-12	1	-3	7	1.2	-10	2
CCN1CCN(Cc2cc(=O)oc3cc4c(cc23)CCC4)CC1	-10	-2	0	1.4	-5	-1	1.1	-10	-4
CCOC(=O)Cc1csc(NC(=O)c2ccncc2)n1	-1	-8	0	1.1	-9	3	1.1	0	1
O=[N+]([O-])c1ccc(N(c2ccccc2)c2ccccc2)cc1	-9	2	27	1.1	3	20	/	-12	-1
CCC(CC)C1C(C#N)=C(N)Oc2cc(C)oc(=O)c21 (stereo unspecified)	1	-8	-26	1	0	2	1.1	18	0
Cc1ccc2nc(-c3ccc(NC(=O)CN4CCN(C(=O)c5ccco5)CC4)cc3)sc2c1	-1	-72	-4	1.3	0	-8	1.3	-18	0
Cc1nn(C)cc1CNC(=O)C1C2CCC(O2)C1C(=O)O (stereo unspecified)	-8	-9	2	1	-2	8	1.2	-6	0
O=C(NCc1cccnc1)C1CC(=O)N(CCc2ccccc2)C1 (stereo unspecified)	-5	0	2	1	-9	3	/	-22	-2
CCOC(=O)N1CCC(NC(=O)c2cc(C(=O)Nc3ccc(F)cc3F)ccc2CO)CC1	-7	-5	-6	1.1	4	1	0.9	-9	-6
O=C(CSc1nnnn1-c1ccc2c(c1)OCO2)NCc1cccs1	-3	-6	4	1	7	3	1	3	0
O=C(CCC(=O)OCC(F)(F)C(F)F)Nc1ccc(Cl)cc1	-1	5	10	0.9	1	8	1.1	7	3
CC(=O)Nc1ccc(NC(=O)CN(c2ccccc2Cl)S(C)(=O)=O)cc1	2	-6	-8	1.3	-7	6	1.3	-5	-2
COc1ccc(NC(=O)c2ccc3c(c2)C(=O)N(Cc2cccnc2)C3=O)cc1	-4	-4	12	0.8	3	0	1.3	-3	0
S=C(Nc1ccccc1)N1CCN(C2CCCCC2)CC1	-4	2	14	1.3	-2	3	/	-15	-2
Cc1cccc(C2CC(c3ccc(Br)cc3)Nc3nc(N)nn32)c1 (stereo unspecified)	-4	-15	5	1	4	7	/	11	2
Cc1ccc(-n2cc(C(=O)c3ccc4ccccc4c3O)cn2)cc1	-4	0	9	0.9	-3	6	/	13	-3
Cc1ccc(N2CCN(/N=C/c3cccs3)CC2)cc1	-6	-11	23	1	-9	-5	/	-22	-4
Cc1c(N=C2C(=O)Nc3ccccc32)c(=O)n(-c2ccccc2)n1C	-2	-8	-9	0.7	-6	10	1.1	-30	0
CN1CCN(C(=S)NCCc2ccccc2)CC1	-4	-1	4	1.1	3	2	/	-45	-8
Cc1cc(C)n(-c2nnc(C)n2/N=C/c2cc(Br)ccc2OCc2ccccc2)n1	-5	-19	-13	1.5	-6	5	1.3	-22	2
CCc1ccc2[nH]c(=O)c(CN(Cc3ccc4c(c3)OCO4)Cc3nnnn3C3CCCC3)cc2c1	24*	-8	1	1.5	4	-1	1.2	-7	-1
COc1ccc(OC)c(S(=O)(=O)Nc2ccc(C(C)=O)cc2)c1	-13	-9	5	1.1	5	2	1.2	-6	4
COc1cc(C)ccc1OCCOc1c(Cl)cc(Cl)cc1Cl	-2	-1	2	1	4	6	/	-6	-2
O=C(Nc1ccccc1)c1ccc(NCC2CCCO2)c(S(=O)(=O)N2CCOCC2)c1 (stereo unspecified)	-4	-10	4	/	-1	3	1	13	-2
Cc1ccccc1C(=O)NC1CCN(CC(=O)Nc2c(C)cccc2C)CC1	-10	-8	0	/	1	4	1.2	-20	0
O=c1c(Cl)c(N2CCCCC2)cnn1-c1nc2ccccc2[nH]1	-9	-4	-13	1.4	-3	0	/	-1	3
Cc1c2c(nc3c(C(=O)NC4CC4)cnn13)CCCC2	-1	-8	8	1	3	4	1.3	9	-2
COc1cc(CN2CCC(C(=O)N3CCN(c4ccccc4F)CC3)CC2)cc(OC)c1OC	-4	3	-10	1.7	-3	3	/	11	2
O=C(c1cccc(F)c1)N1CCN(Cc2ccco2)CC1	-3	-5	-8	1.4	-1	-1	1.2	9	-4
CC(C)(C)c1nc(NCCN2CCOCC2)c2nnn(Cc3ccccc3Cl)c2n1	-7	-11	-3	1.4	-1	2	1	-26	-1
CCc1ccc(C2=NN(S(C)(=O)=O)C(c3cccs3)C2)cc1 (stereo unspecified)	-2	2	-3	1	5	15	1.6	-22	2
CCn1c(O)c(C=Nc2ccccc2)oc1=S	-10	-9	-1	1.5	0	-2	1	-30	3
CC(Oc1ccc(-c2ccccc2)cc1)C(=O)N1CCOCC1 (stereo unspecified)	-4	-7	-11	1.2	3	6	1	18	-1
COC(=O)C1=C(C)NC(C)=C(C(=O)OC)C1c1ccc2ccccc2n1	-6	-2	5	1	6	9	1.3	9	-6
COc1cccc(-n2c(C)nc3c(cnn3-c3ccc(C)cc3)c2=O)c1	-5	-8	14	0.9	3	5	1.1	-11	1
O=C(CN1C(=O)CSC1=O)Nc1ccccc1F	-10	-14	7	1.1	-11	2	1	8	-2
Cc1noc(C)c1CSc1nc2ccccc2nc1NS(=O)(=O)c1ccc(Cl)cc1	-7	-23	10	1.1	2	4	0.9	3	10
CCOCCCn1c(=S)[nH]c2ncccc2c1=O	-5	-12	7	1.1	-1	3	1	-1	-5
Cc1nc2scc(-c3ccccc3)c2c(=O)n1N	-5	-4	11	1	4	7	1.1	-12	4
Cc1cccc(N2CCN(C(=O)Cn3ccc4ccccc4c3=O)CC2)c1C	-4	-3	20	1.3	-2	1	1.1	-8	-4
Cc1cc(NS(=O)(=O)c2ccc(NC(NC(=O)C(C(F)(F)F)C(F)(F)F)(C(F)(F)F)C(F)(F)F)cc2)no1	-4	-5	8	/	8	2	1	16	-1
CCCNC(=O)c1ccc(-c2nc3ccccc3s2)s1	2	-10	0	1.1	-2	12	0.6	5	3
CCOC(=O)c1sc(NC(=O)c2cccc(S(=O)(=O)N3CCN(C)CC3)c2)cc1C	-4	11	21	1.6	1	12	1.3	-6	-1
CSc1nc(N2CCOCC2)c2c3c(sc2n1)CCCC3	2	-9	-53	1	-1	17	1	9	0
CCCC1(C)SC(NC(C)=O)=NN1C(C)=O (stereo unspecified)	-5	-18	11	1	4	7	1.1	14	-2
CCCCC1CCC(C(=O)Nc2ccc(S(=O)(=O)Nc3nccs3)cc2)CC1 (stereo unspecified)	-6	-16	2	1.3	7	-1	1.1	16	-1
COC(=O)CSc1nc(NCC(C)C)nc(N2CCOCC2)n1	-1	-11	-1	1.1	-3	5	1.1	-10	-1
CCOC(=O)CCc1c(C)c2ccc(OCC(=O)OC(C)C)cc2oc1=O	-1	-11	4	1.2	1	5	1	22	-2
(further entries)
SMILES	S1P2 ag	PLK1 inh	S1P2 antag	PLAP act	EphB4 antag	Rev-RRE block	MT1-MMP txn act	PLK1 PBD inh	FAK inh
CCc1cc2c(cc(C(=O)O)n2C)s1	-3	-14	24	0.9	3	2	1.2	17	-4
Clc1ccc(CSc2nnc(-c3cccnc3)o2)cc1	-13	-7	6	1.1	2	1	1.3	21	10
COc1cccc(C(=O)SC2=NCCS2)c1	0	-9	9	0.9	0	-1	1.1	-14	-3
CCOCCCn1c(=S)[nH]c2cc(C(=O)N3CCC(C(N)=O)CC3)ccc2c1=O	-4	2	-15	1	-1	-1	0.9	18	-7
O=C(CSc1nc2nc[nH]c2c(=O)[nH]1)NC1CCCCC1	-3	-6	-14	1.2	-4	6	0.9	2	-1
CCOC(=O)c1c(C)c(C(=O)NC2CCCCC2)c(C)n1CC	-3	5	12	1.2	1	1	1.1	-18	1
Cc1nc(NC(=O)c2ccc(F)cc2)nc2cc3c(cc12)OCO3	-8	-7	19	0.9	0	3	/	7	-4
CCc1nnc(NC(=O)CCN2C(=O)CCC2=O)s1	-5	-15	3	1	-5	4	1.1	11	0
COc1ccc2[nH]c(=O)c(CN(CCO)C(=O)c3cccs3)cc2c1	-8	-6	2	1.1	-3	-1	1.2	-1	-7
COc1ccccc1N1CCSC1C(N)=O (stereo unspecified)	-7	-2	17	0.9	7	11	1.1	-2	3
CCOc1ccc(-c2nc(CSCC(=O)N3CCN(c4cccc(OC)c4)CC3)c(C)o2)cc1	-3	64*	39	1.8	2	-2	0.6	-5	3
O=C1[C@@H]2Cc3ccccc3CN2C(=O)N1c1cccc(F)c1	-1	6	-7	0.8	-5	0	1.2	-28	-8
CCOc1ccccc1NC(=O)C1CCN(S(=O)(=O)c2c(C)nn(C)c2C)CC1	-3	-11	19	1.7	6	7	1.1	-6	-4
CCOCCCNCC(=O)NC1(C)C2CCC(C2)C1(C)C (stereo unspecified)	0	-8	0	1.2	-1	3	0.9	18	1
Cc1cccc(NC(=O)Nc2ccc(C)c(C)c2)n1	-1	4	-5	0.8	-6	-2	1.6	11	1
CN(C)CCNC(=S)Nc1ccc(Cl)cc1	-4	3	26	0.9	-3	0	/	10	-3
CC(C)Cn1c(CN2CCN(c3ccccc3F)CC2)nc2c1c(=O)[nH]c(=O)n2C	-6	-13	12	/	-4	4	1.1	-19	4
CCOc1ccc2c(C)nc(NC3=NC(C)(C)C=C(C)N3)nc2c1	-2	-5	-6	/	-2	19	0.9	-16	1
CC1CN(S(=O)(=O)N(C)C)CCN1S(=O)(=O)N(C)C (stereo unspecified)	-3	-6	-10	0.9	-4	6	1.2	0	0

7 compounds drawn at random from those above:
SMILES	S1P2 ag	PLK1 inh	S1P2 antag	PLAP act	EphB4 antag	Rev-RRE block	MT1-MMP txn act	PLK1 PBD inh	FAK inh
Cc1cc(C)n(-c2nnc(C)n2/N=C/c2cc(Br)ccc2OCc2ccccc2)n1	-5	-19	-13	1.5	-6	5	1.3	-22	2
CCN1CCN(Cc2cc(=O)oc3cc4c(cc23)CCC4)CC1	-10	-2	0	1.4	-5	-1	1.1	-10	-4
CCOCCCn1c(=S)[nH]c2cc(C(=O)N3CCC(C(N)=O)CC3)ccc2c1=O	-4	2	-15	1	-1	-1	0.9	18	-7
O=C(CCNC(=O)Cn1ccc2ccccc2c1=O)NCCCN1CCN(c2ccccc2F)CC1	-5	-9	4	1.5	2	3	1.3	2	0
COc1cc(C)ccc1OCCOc1c(Cl)cc(Cl)cc1Cl	-2	-1	2	1	4	6	/	-6	-2
Cc1cccc(N2CCN(C(=O)Cn3ccc4ccccc4c3=O)CC2)c1C	-4	-3	20	1.3	-2	1	1.1	-8	-4
COc1ccc(CCNC(=O)CCSc2nc(-c3ccco3)cc(C(F)(F)F)n2)cc1	-1	-5	15	1.1	1	8	1.2	-11	-1
